PI4K2A inh – PI4K2A (human) kinase inhibition. Q9BTU6. purified PI4K2A, ADP-Glo luminescence, 1 h; hits give low values. activity change, negative = inhibition, % at 76.9 µM. 420,000 tested, 0.13% active. AID 1346378; in the data active means activity change below about -50%; inconclusive means mostly about -30% to -49%;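 further: -100% = wells without enzyme as full effect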
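In this quantitative HTS, ADP production by PI4K2A was quantified luminescently after 1 h at ambient temperature; 100 microM adenosine served as plate-quality control.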
HP1b chromo inh – inhibitors of HP1-beta chromodomain binding to methylated histone tails | P83916 | AlphaScreen HP1-beta / biotin-H3K9me3 peptide binding | Potency, µM (titrated, usually from 114 µM), for the others: at the top dose activity change, negative = inhibition, actives largely listed as inhibitors | 390,000 tested, 0.56% active; further: potency means the concentration at half of the fitted maximal effect; nearly all actives have a fitted effect of over 70% in size; inactives centre near 23
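HP1-beta protein (50 nM final) preincubated 30 min at room temperature with biotinylated H3(1-18)K9me3 peptide (50 nM) in PBS pH 7.4, 0.01% Tween-20, then compound added for 30 min. AlphaScreen streptavidin donor/nickel chelate acceptor beads (10 ug/mL final), 30 min dark, luminescence read.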
Pin1 inh – inhibitors of human Pin1; Potency, µM (series often up to 115 µM), for inactives: at the top dose activity, negative = inhibition, usual class: inhibitors; AID 504891; Q13526; Pin1 FP peptide displacement, HiFluor488, 10 min; 390,000 tested, 0.009% active; active means well fitted inhibition curve with a large enough effect in the polarisation, with a control signal flat, not every such curve was filed as active; inconclusive means small, poorly fitted or top-dose-only effect, or effect the other way, or a change in a side signal; inactive means no such curve, though single readings can be large or run the other way; the % refers to the polarisation; further: potency means the concentration at half of the fitted maximal effect; on the % scale 0 is the no-effect control and ±100 the full control effect
Target sequence (Q13526 whole entry, looked up): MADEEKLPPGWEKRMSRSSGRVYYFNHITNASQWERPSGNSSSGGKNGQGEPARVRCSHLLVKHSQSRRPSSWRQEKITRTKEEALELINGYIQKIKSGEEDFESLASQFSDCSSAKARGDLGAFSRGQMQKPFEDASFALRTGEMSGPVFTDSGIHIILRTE
rTrxR1 inhibitor – rat TrxR1 inhibition | O89049 | recombinant rTrxR1, NADPH fluorescence consumption, selenite substrate | Potency, µM (series often up to 114 µM), for the others: top-dose activity change, negative = inhibition, actives largely listed as inhibitors | 390,000 tested, 1% active | AID 588453; further: potency means the concentration at half of the fitted maximal effect; on the % scale 0 is the no-effect control and ±100 the full control effect; nearly all actives have a fitted effect of over 65% in size
Target sequence (O89049 whole entry, looked up): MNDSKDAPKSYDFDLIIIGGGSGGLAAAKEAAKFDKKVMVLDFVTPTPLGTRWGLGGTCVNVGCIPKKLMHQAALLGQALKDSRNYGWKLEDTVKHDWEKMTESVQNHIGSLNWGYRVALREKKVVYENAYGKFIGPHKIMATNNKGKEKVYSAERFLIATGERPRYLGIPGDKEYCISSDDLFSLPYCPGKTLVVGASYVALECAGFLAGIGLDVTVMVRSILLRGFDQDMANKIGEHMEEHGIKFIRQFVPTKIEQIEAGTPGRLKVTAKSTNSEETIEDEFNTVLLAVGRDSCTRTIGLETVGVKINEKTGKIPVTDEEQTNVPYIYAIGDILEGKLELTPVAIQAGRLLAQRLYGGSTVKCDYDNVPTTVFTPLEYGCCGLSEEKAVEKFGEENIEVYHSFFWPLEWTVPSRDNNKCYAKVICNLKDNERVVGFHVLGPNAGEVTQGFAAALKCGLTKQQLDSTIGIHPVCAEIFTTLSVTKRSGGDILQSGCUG
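Rat TrxR1 (90 nM in the dispensed reagent) was pre-reduced with 400 uM NADPH for 5 min at room temperature, then incubated with compound for 15 min. After 400 uM selenite was added, NADPH fluorescence (Ex 340/Em 450 nm) was followed for 8 min.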
USP1 inh – USP1/UAF1 (human) deubiquitinase inhibition | O94782 | recombinant USP1/UAF1, Ub-Rhodamine cleavage fluorescence | Potency, µM (doses to about 57.1 µM), without a hit: at the top dose activity change, negative = inhibition, usual class: inhibitors | 390,000 tested, 0.23% active | AID 743255; further: potency means the concentration at half of the fitted maximal effect; on the % scale 0 is the no-effect control and ±100 the full control effect; nearly all actives have a fitted effect of over 60% in size; inactives centre near -12
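USP1/UAF1 complex at 1 nM was preincubated with compound for 15 min at room temperature, then Ub-Rho substrate (150nM final) was added. Fluorescence (480/540 nm) was read kinetically, 6 reads every 60 seconds.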
PGK inhibitor – blocks T. brucei phosphoglycerate kinase; P07378; Potency, µM (highest dose often 57.5 µM), for the others: top-dose activity change, negative = inhibition, usual class: inhibitors; PGK/GAPDH coupled, Kinase-Glo luminescence, 60 min; 380,000 tested, 0.043% active; further: potency means the concentration at half of the fitted maximal effect; on the % scale 0 is the no-effect control and ±100 the full control effect; nearly all actives have a fitted effect of over 60% in size
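Recombinant glycosomal PGK reaction used 1,3-bisphosphoglycerate generated in-well by GAPDH (100nM final) in 100mM TEA pH 7.6, 5mM MgCl2, 0.01% Tween-20. After 60 minutes at room temperature, ATP was read by Kinase-Glo Plus luminescence end-point.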
mIDH1 inhibitor – inhibitors of human mutant IDH1 R132H. 390,000 tested, 0.093% active. Potency, µM (series often up to 76.6 µM), inactives show top-dose activity change, negative = inhibition, most hits filed as inhibitors. IDH1-R132H enzyme, NADPH consumption, diaphorase/resazurin fluorescence; further: potency means the concentration at half of the fitted maximal effect; on the % scale 0 is the no-effect control and ±100 the full control effect; nearly all actives have a fitted effect of over 65% in size
Target sequence (O75874 whole entry R132H, stated change not applied): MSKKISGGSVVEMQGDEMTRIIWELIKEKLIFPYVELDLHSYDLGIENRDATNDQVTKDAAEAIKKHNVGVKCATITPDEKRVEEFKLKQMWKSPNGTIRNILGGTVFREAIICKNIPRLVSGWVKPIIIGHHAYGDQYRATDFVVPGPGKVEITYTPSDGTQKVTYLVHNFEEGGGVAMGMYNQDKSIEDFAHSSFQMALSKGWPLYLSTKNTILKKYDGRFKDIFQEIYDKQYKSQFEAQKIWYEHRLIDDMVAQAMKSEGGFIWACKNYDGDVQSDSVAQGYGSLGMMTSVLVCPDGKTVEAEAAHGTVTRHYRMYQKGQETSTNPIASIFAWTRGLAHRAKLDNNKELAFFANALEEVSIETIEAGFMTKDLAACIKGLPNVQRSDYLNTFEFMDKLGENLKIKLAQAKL
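IDH1-R132H (0.5 ug/mL dispensed) in pH 7.5 Tris buffer was preincubated 30 min with compound, then given a substrate mix of 0.016 mM NADPH and 2 mM alpha-KG for 80 min at room temperature; remaining NADPH was read by diaphorase/resazurin fluorescence.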
TrxR1 substrate – is turned over as a substrate by rat TrxR1 | 390,000 tested, 0.01% active | purified TrxR1 substrate turnover, NADPH consumption readout | Potency, µM (highest dose often 114 µM), for inactives: top-dose activity change, negative = substrate turnover | O89049; further: potency means the concentration at half of the fitted maximal effect; on the % scale 0 is the no-effect control and ±100 the full control effect; nearly all actives have a fitted effect of over 50% in size
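Rat TrxR1, dispensed at 90 nM, was prereduced with 400 uM NADPH (final) for 5 min at ~22 deg C, then incubated with compound 15 min before 400 uM selenite. A first-read NADPH fluorescence drop versus no-compound background flagged substrates.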
GLS inh – glutaminase GLS (human) inhibition; 410,000 tested, 0.21% active; Potency, µM (doses to about 45.5 µM), for the others: top-dose activity change, negative = inhibition, most hits filed as inhibitors; O94925; GLS enzymatic activity, qHTS titration; further: potency means the concentration at half of the fitted maximal effect; on the % scale 0 is the no-effect control and ±100 the full control effect
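Coupled fluorescence readout: glutamate oxidase/HRP/Amplex Red detect glutamate formed by hKGA from L-glutamine (1 mM solution added). Buffer 45 mM KH2PO4 pH 8.2, 0.02% Tween-20; reads at t0 and 30 min RT.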
Active calls of the source: *; i = inactive; ? = inconclusive; . = no result given; [ ] = dose if it differs, or a comment. Unless noted, the call rests on the fitted dose curve; in most records, active means well fitted curve in the direction sought with a large enough effect; inconclusive means small, poorly fitted or top-dose-only effect, or another doubt; inactive means no such curve, though single readings can be large; an effect the other way counts as inactive or inconclusive. Some of the compounds tested. The share of hits here may be higher or lower than overall.

SMILES	PI4K2A inh	HP1b chromo inh	Pin1 inh	rTrxR1 inhibitor	USP1 inh	PGK inhibitor	mIDH1 inhibitor	TrxR1 substrate	GLS inh
CCOC(=O)C1(CCOc2ccccc2)CCN(Cc2ccncc2)CC1	4	18%[57 µM]	1%	8%	-12%	-9%	6%	-2%	0%
COc1cccc2sc(NC(=O)c3ccc(Br)s3)nc12	5	16%	5%	21%[57.1 µM]	-5%	i	8%	10%	-12%
CN(C)c1nc(N)nc(CSc2nc3c(c(=O)n(C)c(=O)n3C)n2Cc2ccccc2F)n1	6	27%	-3%	18%[57.1 µM]	-7%	0%	3%	6%[57.1 µM]	?
COc1ccc(NS(=O)(=O)c2ccc(C)c(NC(=O)NC3CCCCC3)c2)cc1	0	-2%	8%	-4%	-5%	1%	0%	-10%	17%
COc1cccc(OCCCn2cc(/C=C3/C(=N)N4C=C(C)SC4=NC3=O)c3ccccc32)c1	3	37%	?	-16%	-24%	-1%	3%	-9%	1%
Cc1ccc2c(c1)N(CC(=O)NCc1cccs1)C(=O)CO2	5	37%	-1%	27%	-18%	-5%	2%	12%	-1%
O=C(NC12CC3CC(CC(C3)C1)C2)C1CC(=O)N(c2ccccc2)C1 (centres undefined)	3	25%	-5%	13%[57.1 µM]	-8%	-2%	0%	9%[57.1 µM]	-2%
COc1cc(CNC(C)c2ccccc2)cc(Br)c1OCc1ccccc1 (centres undefined)	12	119%[activator]	0%	17%	-16%	i	5%	-1%	1%
COc1ccc(CNC(=O)COC(=O)/C=C/c2cccc(Br)c2)cc1OC	0	26%	-2%	7%	-25%	-5%	0%	-1%	-3%
Cc1ccc(C#N)c(=O)n1CC(=O)Nc1ccccc1C(F)(F)F	2	13%	0%	5%	-11%	-3%	1%	7%	-12%
Cc1cccc(-n2ccnc2SCC(=O)Nc2cc(C(F)(F)F)ccc2Cl)c1	-8	?	0%	24%[57.1 µM]	-19%	-3%	5%	-3%[57.1 µM]	5%
CCOc1ccc2nc(N(Cc3cccnc3)C(=O)c3ccco3)sc2c1	3	29%	?	2%[57.1 µM]	-19%	7%	54%[activator]	-1%[57.1 µM]	2%
Cc1ccc(C(=O)NCC2CCCN2S(=O)(=O)c2cccs2)cc1C (centres undefined)	7	2%	0%	-7%	-20%	-2%	4%	-6%	3%
CCn1c(C)c(/C=N/Nc2nc3ccccc3s2)c2ccccc21	-9	?	-1%	32%[activator]	-15%	i	1%	4%	31%[activator]
COc1ccc(S(=O)(=O)N2CCC(C(=O)Nc3ccccc3C)CC2)c2cccnc12	2	36%	-4%	15%	-28%	-2%	5%	2%	-5%
c1cnc2cc(-c3ccsc3)ncc2c1	-3	26%	-2%	22%[57.1 µM]	-15%	i	14%	31%[57.1 µM]	-1%
COc1ccccc1COCC(O)CNCC1(N2CCCCC2)CCCCC1 (centres undefined)	2	?	-4%	16%[0.457 µM]	-6%	-12%	0%	-5%	24%
CCC1CN(C(=O)N2CCC(C(=O)NCCc3ccc(OC)cc3OC)CC2)c2ccccc2O1 (centres undefined)	-4	33%	-9%	16%	-7%	-8%	-5%	-4%	10%
Fc1cccc(F)c1CSc1nc2ccccc2[nH]1	0	16%	-3%	9%	-19%	1%	0%	4%	1%
COCc1cc(Sc2ccc(Br)cc2)nc(-c2ccccc2)n1	-5	204%[activator]	4%	39%[activator]	-13%	i	1%	19%	1%
CCOc1ccc(NC(=O)CSc2nnc3scc(-c4ccc(Cl)cc4)n23)cc1	-1	27%	61%[activator]	18%	-37%	.	.	2%	-9%
CC(C)[C@H]1COCCS(=O)(=O)N1Cc1ccccc1-c1ccccc1	-2	27%	5%	-13%	-25%	-1%	0%	-9%	11%
O=C(CNC(=O)c1cncc(Br)c1)Nc1ccc(F)c(F)c1F	5	21%[57 µM]	8%	22%	-21%	-5%	4%	4%	10%
O=C(O)c1cccc(N2C(=O)CSC2=S)c1	-2	34%	-6%	6%	-22%	7%	-3%	3%	22%

In the list so far, these contain two or more sulfur atoms:
SMILES	PI4K2A inh	HP1b chromo inh	Pin1 inh	rTrxR1 inhibitor	USP1 inh	PGK inhibitor	mIDH1 inhibitor	TrxR1 substrate	GLS inh
COc1cccc2sc(NC(=O)c3ccc(Br)s3)nc12	5	16%	5%	21%[57.1 µM]	-5%	i	8%	10%	-12%
Cc1ccc(C(=O)NCC2CCCN2S(=O)(=O)c2cccs2)cc1C (centres undefined)	7	2%	0%	-7%	-20%	-2%	4%	-6%	3%
CCOc1ccc(NC(=O)CSc2nnc3scc(-c4ccc(Cl)cc4)n23)cc1	-1	27%	61%[activator]	18%	-37%	.	.	2%	-9%
O=C(O)c1cccc(N2C(=O)CSC2=S)c1	-2	34%	-6%	6%	-22%	7%	-3%	3%	22%

The list continues:
SMILES	PI4K2A inh	HP1b chromo inh	Pin1 inh	rTrxR1 inhibitor	USP1 inh	PGK inhibitor	mIDH1 inhibitor	TrxR1 substrate	GLS inh
O=C(COC(=O)c1ccc(CO)cc1)Nc1ccc(OC(F)F)cc1	-10	6%	3%	15%[57.1 µM]	-4%	8%	2%	5%	0%
CC(C)/C=N\NC(=O)CCCCC(=O)N/N=C/C(C)C	-2	21%	-5%	16%[57.1 µM]	-6%	-5%	23%	5%[57.1 µM]	2%
CC(=O)Nc1ccccc1NC(=O)CN(C)S(=O)(=O)c1ccc(C)cc1	6	12%	0%	16%[57.1 µM]	1%	-4%	-1%	-11%	-1%
CCOc1cccc(C2C(C#N)=C(N)Oc3cc(C)oc(=O)c32)c1OCC (centres undefined)	-5	14%	-1%	3%	-10%	-1%	-7%	-2%	8%
COc1ccc(C)cc1NC(=O)N(Cc1ccc(C)o1)C1CCN(C(C)=O)CC1	0	6%	5%	-8%	-10%	-7%	18%	-5%	-4%
O=c1c2ccccc2c2ccccc2c(=O)n1Cc1cccnc1	-8	14%	1%	22%	-13%	.	0%	18%	1%
Cc1ccc2nc3c(nc2c1C)CCCC3	5	13%	1%	8%[57.1 µM]	-16%	-2%	0%	13%[57.1 µM]	6%
O=C(NCCCN1CCCCC1)C1CCC(CNS(=O)(=O)c2cccc3nsnc23)CC1 (centres undefined)	-1	6%	-12%	12%	-27%	-2%	13%	1%	0%
CCOC(=O)c1nnn(-c2nonc2-n2cccc2)c1CN1CCC(C(=O)OCC)CC1	2	48%[activator]	15%	7%	-9%	0%	3%	-6%[57.1 µM]	-3%
COc1ccc(CCNC(=O)CSC2=NS(=O)(=O)c3cc(Cl)ccc3N2)cc1OC	-6	-9%	-2%	1%[57.1 µM]	-5%	i	-2%	0%[57.1 µM]	11%
CCCC(c1nnnn1Cc1ccco1)N1CCN(C(=O)c2ccco2)CC1 (centres undefined)	-6	42%[activator]	-6%	-24%	-8%	2%	1%	-5%	-3%
Cc1ccc(/C=N/NC(=O)C(=O)N/N=C/c2ccc(C)o2)o1	1	33%	-1%	?	-2%	2%	0%	-15%	10%

Not a retest: 3 of the compounds above.
SMILES	PI4K2A inh	HP1b chromo inh	Pin1 inh	rTrxR1 inhibitor	USP1 inh	PGK inhibitor	mIDH1 inhibitor	TrxR1 substrate	GLS inh
CC(=O)Nc1ccccc1NC(=O)CN(C)S(=O)(=O)c1ccc(C)cc1	6	12%	0%	16%[57.1 µM]	1%	-4%	-1%	-11%	-1%
CCOc1cccc(C2C(C#N)=C(N)Oc3cc(C)oc(=O)c32)c1OCC (centres undefined)	-5	14%	-1%	3%	-10%	-1%	-7%	-2%	8%
COc1ccc(C)cc1NC(=O)N(Cc1ccc(C)o1)C1CCN(C(C)=O)CC1	0	6%	5%	-8%	-10%	-7%	18%	-5%	-4%

Later entries.
SMILES	PI4K2A inh	HP1b chromo inh	Pin1 inh	rTrxR1 inhibitor	USP1 inh	PGK inhibitor	mIDH1 inhibitor	TrxR1 substrate	GLS inh
CCOc1ccc(NC(=O)Cn2c(=O)n(-c3ccc(C)cc3)c(=O)c3cc(OC)c(OC)cc32)cc1	-1	35%	4%	-6%	-20%	-10%	6%	-6%	4%
CC(C)NC(=NCc1ccc(Cl)cc1Cl)Nc1ccccc1	2	27%	-8%	18%	-16%	.	2%	-1%	-12%
C/C(=N\NC(=O)CN(c1ccccc1Br)S(C)(=O)=O)c1ccc2c(c1)OCCO2	-2	?	?	-13%	1%	1%	1%	-6%	10%
CCCC(=O)Nc1cc(C(F)(F)F)ccc1N1CCOCC1	-4	47%[activator]	-4%	15%[57.1 µM]	-15%	3%	6%	6%[57.1 µM]	5%
COc1ccc(CCNC(=O)C2CCCN(S(C)(=O)=O)C2)cc1 (centres undefined)	-1	33%	-13%	-18%	-11%	-6%	1%	-15%	17%
Cc1cnc(CNC(=O)c2ccc3oc(C(C)C)nc3c2)[nH]1	2	28%	-13%	32%	-4%	0%	-11%	5%	1%
COc1ccc(-c2nn(CCC#N)cc2/C=N/O)cc1	0	8%	47%[activator]	27%[57.1 µM]	4%	-1%	6%	7%[57.1 µM]	6%
Nc1nc(N)nc(-c2cc(F)ccc2O)n1	-26	29%	5%	-2%[57.1 µM]	13%	3%	4%	8%[57.1 µM]	2%

Screening data: PubChem BioAssay, National Center for Advancing Translational Sciences (NCATS)
